High-throughput results (PubChem BioAssay)
T cell HTS – T cell immune modulators affecting CD8 T cell-vesicle binding; 2C CD8+ T cell-vesicle binding, flow cytometry; hits give low values; calls only at 7 µM; hit rate 0.068% among 330,000; AID 2052;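 active = response, share of CD8 T cells binding vesicles, and their 90th percentile fluorescence all below set limits, cut at about 80% in these data, passing the limit was not always enough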
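Assay system: 2C TCR transgenic mouse naive CD8+ T cells, MACS-purified | Read-out: CD8+ gate FL2 mean fluorescence as % of same-row positive control | Signal: High-throughput flow cytometry with anti-B7-1 and anti-CD8 staining | Timing: Binding step 1.5 h, 37 °C, antibody labelling 20 min, ice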
Rac1 GTP hydrolysis – MgcRacGAP GTPase-activating activity inhibitors, confirmation, biochemical, ADP Hunter fluorescence. hit rate 0.6% among 340,000. inhibition, % at 30 µM; hits with a dose series show IC50 in µM. AID 624330. MgcRacGAP-stimulated Rac1 GTP hydrolysis, ADP Hunter fluorescence; higher % means a stronger effect; GST-tagged Rac1 F28L mutant substrate;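 active = first-screen hits whose inhibition reached a set limit at any dose in the follow-up dose series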;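 note: fluorescence reports GDP produced by GAP-driven GTP hydrolysis; strong numbers were not always called active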
NTR1 agonist – agonists of NTR1, primary screen, imaging, U2OS cells, beta-arrestin-GFP, high content (AID 493036); P30989; NTR1-U2OS beta-arrestin-GFP spot imaging, agonist mode; activation, % at 20 µM; hit rate 0.17% among 330,000;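 active = activation at or above 40% of the spot to cytoplasm intensity ratio, with at least 20 cells analyzed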;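 note: 0% = DMSO without peptide and 100% = 100 nM NTR1 peptide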
Target sequence (P30989 whole entry, looked up): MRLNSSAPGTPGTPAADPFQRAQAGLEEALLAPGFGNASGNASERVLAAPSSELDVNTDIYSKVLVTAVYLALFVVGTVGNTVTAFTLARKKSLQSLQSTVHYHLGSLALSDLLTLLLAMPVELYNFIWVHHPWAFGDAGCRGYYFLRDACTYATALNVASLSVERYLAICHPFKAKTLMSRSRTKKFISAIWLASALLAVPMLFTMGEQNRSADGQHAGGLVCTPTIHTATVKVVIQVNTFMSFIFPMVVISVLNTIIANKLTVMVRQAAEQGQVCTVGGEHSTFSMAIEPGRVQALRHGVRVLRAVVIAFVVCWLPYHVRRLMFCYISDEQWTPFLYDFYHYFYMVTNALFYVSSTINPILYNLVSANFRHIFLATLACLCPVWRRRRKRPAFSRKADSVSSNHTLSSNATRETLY
T cell HTS vesicle-bound % – further read-out of T cell HTS, marked with its call; double positive events, %; measured here: CD8+ vesicle-bound cell fraction;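 binding gate set so that unloaded-vesicle control wells show 10% double positive cells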
NTR1 agonist cell count 20 µM – further read-out of NTR1 agonist, marked with its call; cell count; measured here: cell count, cytotoxicity flag
Starred values were filed as active, the others as inactive; i = inactive.

SMILES | T cell HTS | T cell HTS vesicle-bound % | Rac1 GTP hydrolysis | NTR1 agonist | NTR1 agonist cell count 20 µM
CCCN(C(=O)c1cnccn1)c1c(N)n(Cc2ccccc2)c(=O)[nH]c1=O | i | 6 | 1% | 0.4 | 43
CCCNC(=O)C(Cc1cccc(Cl)c1)NC(=O)c1ccccc1 (stereo not given) | i | 25 | 4% | 0.2 | 53
CCc1ccc(NC(=O)COC(=O)c2nc3nc(C)cc(C)n3n2)cc1 | i | 21 | 2% | 5.9 | 51
COc1cccc2cc(C(=O)OCC(=O)N3CC(C)OC(C)C3)c(=O)oc12 (stereo not given) | i | 45 | 4% | -0.6 | 48
Cc1ccccc1-c1cc(C(=O)NCc2ccco2)n(CC2CC(c3cccnc3)=NO2)n1 (stereo not given) | i | 32 | -4% | -1.3 | 53
COc1cccc(CNC(=O)C2CCCN(C(=O)c3ccc(Cl)cc3)C2)c1 (stereo not given) | i | 23 | 5% | 1.9 | 47
NC(=O)CC[C@H](NC(=O)c1ccc(Cl)cc1)C(=O)NNC(=O)COc1cccc(Br)c1 | i | 23 | 3% | -1.4 | 57
COc1ccc(C(=O)C(C)OC(=O)CCN2C(=O)C3CC=CCC3C2=O)cc1 (stereo not given) | i | 37 | -1% | 0.9 | 56
CC(NC(=O)COC(=O)CCC(=O)c1ccc(Cl)cc1)c1ccccc1 (stereo not given) | i | 50 | -2% | 0.9 | 69
CC(=O)c1ccc(N(CC(=O)NC2CCS(=O)(=O)C2)S(=O)(=O)c2ccc(Cl)cc2)cc1 (stereo not given) | i | 26 | 6% | 0.3 | 52
CC(=O)c1ccc(Cl)c(Cl)c1Cl | i | 38 | 8% | -2.3 | 50
CCC1(CC)NC(=O)N(CC(=O)N2CCN(c3ccccc3F)CC2)C1=O | i | 26 | 5% | -2.0 | 59
COc1cc(Cl)c(C)cc1NC(=O)COC(=O)c1ccc(CN2CCCC2=O)cc1 | i | 13 | 3% | 1.1 | 43
Cc1ccc(C)c(S(=O)(=O)N2CCN(C(=O)c3ccc4ccccc4n3)CC2)c1 | i | 44 | 1% | 3.2 | 53
Cc1cccc(C)c1NC(=O)COC(=O)c1c(C)nn(-c2ccccc2)c1C | i | 39 | -3% | 1.5 | 37
O=C(Nc1ccc(N2CCOCC2)c(S(=O)(=O)Nc2ccccc2Cl)c1)c1ccccc1 | i | 38 | 7% | 3.5 | 48
COc1ccc(C(=O)NCc2ccc(Cl)cc2)cc1S(=O)(=O)N1CCCC1 | i | 21 | 2% | -1.6 | 73
COc1ccc(NC(=O)COC(=O)Cn2cnc3ccccc3c2=O)c(OC)c1 | i | 29 | 4% | -0.6 | 85
CC1(C)C=Cc2c(ccc3c2OC[C@H](c2ccc(O)cc2O)C3)O1 | i | 14 | 15% | 27 | 54
Cc1ccc(Nc2nnc(SC(C)C(=O)NC3CC3)s2)cc1 (stereo not given) | i | 46 | 3% | -1.0 | 49
C/C=C/c1ccc(O)c(OC)c1 | i | 22 | 21% | -1.5 | 81
CN(C)C(=O)c1ccc(NC(=O)COC(=O)Cn2cc(C(F)(F)F)ccc2=O)cc1 | i | 40 | 0% | 0.9 | 48
O=C(NCc1ccc(F)cc1)N1CCN(C(=O)c2ccccc2)CC1 | i | 28 | 1% | -2.1 | 61
Cc1c(C(=O)N2CCN(S(=O)(=O)c3cc(F)ccc3F)CC2)oc2ccccc12 | i | 27 | 0% | 1.3 | 75
Cc1cc(C)c(NC(=O)CNC(=O)c2ccc3ncsc3c2)c(C)c1 | i | 43 | 7% | 2.6 | 69

A stretch taken from the entries so far, as a working copy:
SMILES | T cell HTS | T cell HTS vesicle-bound % | Rac1 GTP hydrolysis | NTR1 agonist | NTR1 agonist cell count 20 µM
COc1ccc(C(=O)C(C)OC(=O)CCN2C(=O)C3CC=CCC3C2=O)cc1 (stereo not given) | i | 37 | -1% | 0.9 | 56
CC(NC(=O)COC(=O)CCC(=O)c1ccc(Cl)cc1)c1ccccc1 (stereo not given) | i | 50 | -2% | 0.9 | 69
CC(=O)c1ccc(N(CC(=O)NC2CCS(=O)(=O)C2)S(=O)(=O)c2ccc(Cl)cc2)cc1 (stereo not given) | i | 26 | 6% | 0.3 | 52
CC(=O)c1ccc(Cl)c(Cl)c1Cl | i | 38 | 8% | -2.3 | 50

(more compounds)
SMILES | T cell HTS | T cell HTS vesicle-bound % | Rac1 GTP hydrolysis | NTR1 agonist | NTR1 agonist cell count 20 µM
CCCCN(C(=O)c1ccc(C)o1)c1c(N)n(CC(C)C)c(=O)[nH]c1=O | i | 31 | 7% | -0.4 | 70
O=C(CN1C(=O)NC2(CCCCCC2)C1=O)N1CCCCC1 | i | 11 | 6% | -2.5 | 64
O=C1CCC/C=C/C[C@H](CC(=O)N(CCO)Cc2ccccc2)C(=O)N[C@@H](Cc2ccccc2)CO1 | i | 7 | 8% | -0.8 | 50
Cc1ccccc1C(=O)O[C@H]1[C@H](Cc2ccccc2)NS(=O)(=O)[C@H]2CC3C=C[C@]12O3 | i | 54 | 5% | -1.9 | 45
CCCCNc1c(-c2ccc(OC)c(SC3CCCCC3)c2)nc2ccc(Cl)cn12 | i | 6 | 1% | 1.6 | 62
COc1ccc(-c2c(C#Cc3ccsc3)c3cc(-c4ccc(OC)nc4)ccc3n2C)cc1 | i | 28 | 6% | -0.5 | 44
CC(C)CN(C(=O)CSc1nnc2ccccn12)C1CCS(=O)(=O)C1 (stereo not given) | i | 35 | 5% | -1.0 | 55
Cc1ccc(C(C)C)c(OCC(=O)NNC(=O)Cn2[nH]c(=O)c3ccccc3c2=O)c1 | i | 41 | 4% | 4.6 | 62
N#Cc1ccc(C(=O)Nc2cccc(S(=O)(=O)NC3=NCCC3)c2)cc1 | i | 24 | 5% | -0.5 | 56
Cc1ccc2nc(N3C(=O)C(O)=C(C(=O)c4ccc(C)o4)C3c3ccc(O)cc3)sc2c1 (stereo not given) | i | 12 | 7% | 0.7 | 62
COc1ccccc1N(C)S(=O)(=O)c1ccc(C(=O)Nc2ncc(C)s2)cc1 | i | 40 | 11% | -1.0 | 61
Cc1ccc(C(=O)NCC(=O)OCC(=O)Nc2cc(S(=O)(=O)N3CCOCC3)ccc2Cl)s1 | i | 54 | 8% | -0.8 | 54
CCc1ccccc1NC(=O)CNC(=O)CSC(=S)N1CCCC1 | i | 44 | 0% | 1.2 | 76
O=C(COC(=O)COc1ccccc1)NC1CCS(=O)(=O)C1 (stereo not given) | i | 50 | 7% | -1.0 | 50
CCOc1ccc(NC(=O)COC(=O)C2CC2C)cc1 (stereo not given) | i | 31 | -3% | -0.8 | 59
Cc1c(C(=O)NCc2ccco2)oc2c(F)cccc12 | i | 37 | 4% | 1.4 | 84
CC(=O)c1c(C)[nH]c(C(=O)COC(=O)c2cccnc2Cl)c1C | i | 4 | 5% | -3.5 | 60
Cc1nnc(SCC(=O)N2CCN(c3ccccc3)CC2)n1C1CC1 | i | 38 | 6% | -0.9 | 64
COc1ccc(C2=C(c3ccc(OC)c(OC)c3)CN3CCCCC3C2)cc1 (stereo not given) | i | 7 | 8% | 1.3 | 52
CN(CC(=O)Nc1ccc2c(c1)OCCO2)Cc1nc2ccccc2c(=O)[nH]1 | i | 42 | 6% | -0.9 | 61
CCCC1(CCC)NC(=O)N(CC(=O)N2CCc3ccccc32)C1=O | i | 3 | 8% | -2.3 | 55
COc1ccc(/C=C/C(=O)Nc2ccc(S(=O)(=O)N3CCOCC3)cc2)c(OC)c1 | i | 36 | 7% | 1.0 | 68
O=C(CSc1cc(Cl)ccc1Cl)NCCN1C(=O)CSC1=O | i | 34 | 16% | 0.2 | 47
O=C(COC(=O)COc1ccccc1)NC1CCCC1 | i | 43 | 5% | 4.0 | 57
Cc1ccc(NC(=O)c2ccc(COc3ccccc3[N+](=O)[O-])o2)nc1 | i | 16 | 5% | 2.0 | 57

Part of the list above, with values under each structure.
Order of values – T cell HTS	T cell HTS vesicle-bound %	Rac1 GTP hydrolysis	NTR1 agonist	NTR1 agonist cell count 20 µM
COc1ccc(/C=C/C(=O)Nc2ccc(S(=O)(=O)N3CCOCC3)cc2)c(OC)c1
→ i	36	7%	1.0	68
CCC1(CC)NC(=O)N(CC(=O)N2CCN(c3ccccc3F)CC2)C1=O
→ i	26	5%	-2.0	59
C/C=C/c1ccc(O)c(OC)c1
→ i	22	21%	-1.5	81

Ordered by the number under T cell HTS vesicle-bound % (descending): seven of the compounds above.
| smiles | T cell HTS | T cell HTS vesicle-bound % | Rac1 GTP hydrolysis |
| --- | --- | --- | --- |
| O=C(COC(=O)COc1ccccc1)NC1CCS(=O)(=O)C1 (stereo not given) | i | 50 | 7% |
| CCc1ccccc1NC(=O)CNC(=O)CSC(=S)N1CCCC1 | i | 44 | 0% |
| COc1ccccc1N(C)S(=O)(=O)c1ccc(C(=O)Nc2ncc(C)s2)cc1 | i | 40 | 11% |
| Cc1c(C(=O)NCc2ccco2)oc2c(F)cccc12 | i | 37 | 4% |
| CCOc1ccc(NC(=O)COC(=O)C2CC2C)cc1 (stereo not given) | i | 31 | -3% |
| O=C(CN1C(=O)NC2(CCCCCC2)C1=O)N1CCCCC1 | i | 11 | 6% |
| CCCCNc1c(-c2ccc(OC)c(SC3CCCCC3)c2)nc2ccc(Cl)cn12 | i | 6 | 1% |

Next section.
SMILES | T cell HTS | T cell HTS vesicle-bound % | Rac1 GTP hydrolysis | NTR1 agonist | NTR1 agonist cell count 20 µM
O=C(Cc1cccc2ccccc12)NCC(=O)N1CCN(Cc2cccc(C(F)(F)F)c2)CC1 | i | 19 | -1% | 1.1 | 61
N#Cc1c(SCc2c(Cl)cccc2Cl)nc(N)[nH]c1=S | i | 69 | 10% | 1.7 | 65
C[C@H](CO)N1C[C@H](C)[C@@H](CN(C)S(=O)(=O)c2cn(C)cn2)Oc2ccc(NC(=O)NC3CCCCC3)cc2C1=O | i | 14 | 2% | -0.7 | 58
CN1CCN(S(=O)(=O)c2ccc(Nc3cccc(Cl)c3)c([N+](=O)[O-])c2)CC1 | i | 36 | 3% | -0.1 | 45
O=C(c1c(F)c(F)c(F)c(F)c1F)N1CCc2ccccc21 | i | 24 | 3% | 0.5 | 57
CCOC(=O)C1=CC[C@H]2c3c(c4ccccc4n3C)C[C@H]1N2C | i | 15 | 1% | -0.9 | 67
COc1ccc(OC[C@@H](O)CNC(=O)c2cccc3c2C(=O)c2ccc(Cl)cc2S3(=O)=O)cc1 | i | 24 | 4% | 1.1 | 42
C[C@@]12C(=O)N(c3ccc(Cl)cc3)C(=O)N1[C@@H]1c3ccccc3OC[C@@H]1[C@H]2c1ccccc1 | i | 8 | 7% | 1.0 | 56
COc1cc2cnc(-c3ccccc3)c(-c3ccc(C(F)(F)F)cc3)c2cc1OC | i | 38 | 9% | 16 | 54
O=C(CNC(=O)C1CCCCC1)OCC(=O)c1ccc(F)cc1 | i | 32 | 6% | 0.4 | 59
CCCCC1(C)NC(=O)N(CC(=O)Nc2ccc(Cl)cc2C)C1=O (stereo not given) | i | 4 | 1% | -1.4 | 47
CC(C)n1cnnc1SCC(=O)Nc1cccnc1Cl | i | 52 | 8% | 1.3 | 48
CN(C)CC(C)(C)CNc1ccc(S(=O)(=O)N2CCCC2)cn1 | i | 57 | 5% | 0.5 | 57
CN(Cc1ccc(Br)s1)C(=O)CNC(=O)c1ccc2c(c1)OCO2 | i | 20 | 3% | -1.3 | 42
COc1ccc(Br)cc1CN(C)CC(=O)Nc1cccc(S(=O)(=O)N2CCCC2)c1 | i | 18 | 5% | 1.6 | 43
O=C(CSc1nnc(-c2ccccc2F)n1C1CC1)NCc1ccco1 | i | 16 | 4% | 1.6 | 93
CC(OC(=O)C1=COCCO1)C(=O)NC1CCCCC1C (stereo not given) | i | 56 | 2% | 0.4 | 74
CC(C)[C@H](NC(=O)OCc1ccccc1)C(=O)OCC(=O)c1ccccc1 | i | 29 | 1% | 1.5 | 51
CCOc1ccccc1C(=O)NCC(=O)OCc1csc(CC(=O)Nc2ccc(C)cc2)n1 | i | 12 | 8% | 9.9 | 50
CCCCNC(=O)CSc1nnc(-c2cccc(S(=O)(=O)N3CCOCC3)c2)o1 | i | 39 | 4% | 0.7 | 67
CS(=O)(=O)c1cccc(NC(=O)CSc2nnc3n2CCCCC3)c1 | i | 35 | 0% | -1.5 | 63
CC1CCC(NC(=O)C(C)N2C(=O)C3CCCCC3C2=O)CC1 (stereo not given) | i | 56 | 11% | 0.0 | 53
COc1ccc(NC(=O)C2=CN3CCS(=O)(=O)N=C3C=C2)c(OC)c1 | i | 40 | 7% | 1.6 | 57
CC(=O)c1cccc(S(=O)(=O)N2CCC(C(=O)Nc3cccc(C(=O)NC4CC4)c3)CC2)c1 | i | 45 | 4% | -1.7 | 65
Cc1ccc(C)c(NC(=O)CN(C)C(=O)c2cc(C3CC3)nn2-c2ccccc2)c1 | i | 34 | 1% | 2.4 | 46
O=C(CN1C(=O)C2CC=CCC2C1=O)Nc1nnc(C2CC2)s1 (stereo not given) | i | 28 | 1% | 0.4 | 57
CSCc1ccc(C(=O)OCc2nc3ccccc3s2)o1 | i | 46 | 4% | -1.2 | 45
CCCCn1c(N)c(N(CCC(C)C)C(=O)c2ccc(C)o2)c(=O)[nH]c1=O | i | 43 | 4% | -1.8 | 53

A portion of the library. The share of hits here may be higher or lower than overall.
